Screens deposited in PubChem BioAssay by several laboratories.
M4 PAM – CHRM4 positive allosteric modulation; P08173; CHO-K1 hM4/Gqi5, Fluo-8 calcium fluorescence, ACh EC20; 0% = ACh EC20, 100% = maximal ACh; activation, % at 3 µM; 360,000 compounds, 0.4% hits; AID 624126;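 active means activation above its plate's cutoff, the mean activation of sample wells plus 3 SD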; further: some results filed as inactive read as strong as hits
CRFR2-BP ag – CRF-BP/CRF-R2 complex agonism. HEK293 CRF-R2/CRF-BP, calcium dye fluorescence (FLIPR); percent of saturating CRF peptide response. activation, % at 13.2 µM. 350,000 compounds, 0.46% hits. AID 588473;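 active means activation of at least 50%, plus an integration ratio under a set limit after plate pattern correction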;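 further: plate controls were neutral control wells without compound for no effect and CRF at EC100 for full effect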
M1 antag – antagonists of human M1 muscarinic receptor; CHO-K1 hM1, Fluo-8 calcium fluorescence, ACh EC80 antagonist; inhibition, % at 3 µM; 360,000 compounds, 1.3% hits; AID 588852;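 active means percent inhibition above its own plate's cutoff, namely the mean of that plate's compound wells plus 3 SD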;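 further: peak over basal fluorescence ratio during 140 s after agonist addition; 0% = ACh EC80 plus DMSO and 100% = DMSO alone without agonist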
CHRM4 antagonist – CHRM4 antagonism in calcium assay. CHO-hM4 cells, ACh EC80, Fluo-8 calcium fluorescence. 360,000 compounds, 0.73% hits. inhibition, % at 3 µM;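 active means inhibition above its plate's cutoff, the mean inhibition of sample wells plus 3 SD, cut at about 27% in these data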;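 further: 0% = acetylcholine EC80 with DMSO and 100% = DMSO without agonist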
M5 ag – agonists of human muscarinic M5 receptor (CHRM5) | AID 624037 | P08912 | CHO-K1 hM5 cells, Fluo-8 calcium fluorescence; 0% DMSO wells, 100% maximal acetylcholine response | 360,000 compounds, 0.19% hits | activation, % at 3 µM;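 active means activation above the run's mean over test compounds plus 3 SD, cut at about 23% in these data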;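 further: signal is peak over basal fluorescence ratio across the kinetic read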
Target sequence (P08912 whole entry, looked up): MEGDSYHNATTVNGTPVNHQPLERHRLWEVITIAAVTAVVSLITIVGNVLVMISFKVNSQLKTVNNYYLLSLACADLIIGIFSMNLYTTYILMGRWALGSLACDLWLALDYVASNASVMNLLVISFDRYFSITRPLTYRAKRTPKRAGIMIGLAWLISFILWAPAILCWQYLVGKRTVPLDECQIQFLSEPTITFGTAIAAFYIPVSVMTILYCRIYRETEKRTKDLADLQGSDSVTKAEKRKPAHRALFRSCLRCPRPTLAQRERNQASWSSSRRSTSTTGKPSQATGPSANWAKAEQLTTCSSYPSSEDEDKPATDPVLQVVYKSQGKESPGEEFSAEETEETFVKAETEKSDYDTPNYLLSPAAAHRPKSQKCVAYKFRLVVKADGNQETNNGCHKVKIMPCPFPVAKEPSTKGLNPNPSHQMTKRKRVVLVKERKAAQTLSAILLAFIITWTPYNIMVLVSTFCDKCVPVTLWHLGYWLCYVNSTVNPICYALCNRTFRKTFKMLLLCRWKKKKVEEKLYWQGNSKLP
M5 PAM – positive allosteric modulators of human muscarinic M5 receptor; CHO-K1 hM5, Fluo-8 calcium, ACh EC20 PAM; 0% = ACh EC20, 100% = ACh EC100; activation, % at 3 µM; 360,000 compounds, 0.3% hits; P08912;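 active means activation above the run cutoff, the mean activation of all test compounds plus 3 SD, cut at about 18% in these data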
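System: CHO-K1 cell line with stable human muscarinic M5 receptor expression | Also added: EC20 acetylcholine as agonist stimulus | Compound: One concentration, 3 µM final (nominal) | Timing: Fluo-8 loading 80 min at 37 °C plus 30 min room temperature | Measured by: Fluo-8 calcium dye fluorescence, kinetic read | Read-out basis: % activation, ACh-normalized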
M1 PAM – human CHRM1 positive allosteric modulation; P11229; AID 588819; activation, % at 3 µM; 360,000 compounds, 0.088% hits; CHO-K1 hM1, Fluo-8 calcium fluorescence, ACh EC20; 0% = ACh EC20, 100% = maximal ACh; in the data active means activation above about 19%, passing the limit was not always enough
M4 ag – agonists of human muscarinic M4 receptor (CHRM4); P08173; CHO-K1 hM4/Gqi5, Fluo-8 calcium fluorescence; vehicle 0%, full acetylcholine response 100%; activation, % at 3 µM; 360,000 compounds, 0.14% hits;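 active means activation above the run mean over all test wells plus 3 SD, cut at about 32% in these data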;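 further: peak over basal fluorescence ratio per well then scaled between controls; 0% = DMSO wells and 100% = acetylcholine at EC100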
M5 antag – antagonists of human muscarinic M5 receptor (CHRM5); P08912; inhibition, % at 3 µM; CHO-hM5 cells, Fluo-8 calcium fluorescence, ACh EC80; 360,000 compounds, 0.59% hits; AID 624040;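 active means inhibition above a per-plate cutoff, the mean of that plate's test compounds plus 3 SD, cut at about 27% in these data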;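 further: 0% = acetylcholine EC80 with DMSO and 100% = DMSO without agonist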
Numbers without * were called inactive; . = not tested or not shown.

SMILES	M4 PAM	CRFR2-BP ag	M1 antag	CHRM4 antagonist	M5 ag	M5 PAM	M1 PAM	M4 ag	M5 antag
CCN1CCN(C(=O)c2nn(-c3ccc(OC)cc3)c(=O)c3c2c2ccccc2n3C)CC1	-3	0.0	-6	1	-1	-3	8	3	-2
CN(Cc1ccccc1)C(=O)c1ccccc1NC(=O)C1CC1	4	0.9	-3	1	0	6	-2	2	-11
O=C(Nc1nnc(C(F)(F)F)s1)c1ccc(N2C(=O)C3C4C=CC(C4)C3C2=O)cc1 (stereo unspecified)	-2	7.6	-6	8	4	5	-3	3	-2
COc1ccc(C(=O)Nc2cc3c(cc2C#N)OCO3)cc1S(=O)(=O)NCc1ccco1	-5	-0.5	-23	1	-1	1	5	1	3
COc1ccc(C2CC(c3ccc(Br)cc3)=NN2C(=S)Nc2ccccc2)cc1 (stereo unspecified)	0	0.3	-7	-5	-1	-2	-3	1	-3
CCCOc1ccc(C(=O)Nc2c[nH]c(=O)[nH]c2=O)cc1	16	-2.0	-12	11	1	-4	9	2	3
O=C(c1ccco1)N1CCN(S(=O)(=O)c2ccc(Cl)cc2)CC1	-7	-0.1	-1	0	-4	-5	0	1	16
COc1cc(NC(=O)[C@H](C)NC(=O)N2CCn3c2nc2ccccc23)cc(OC)c1	-4	-0.5	27	8	3	-5	-13	13	5
CCOC(=O)C1(Cc2cccc(Cl)c2)CCCN(C(=O)c2c(CC)noc2C)C1 (stereo unspecified)	-6	-1.2	-8	-8	-2	-1	-9	7	8
O=C(c1ccc(Cl)c(S(=O)(=O)N2CCCCCC2)c1)N1CCCC1	-1	-0.7	-11	2	2	9	9	1	0

Structures shown so far with a furan ring, fused or not:
SMILES	M4 PAM	CRFR2-BP ag	M1 antag	CHRM4 antagonist	M5 ag	M5 PAM	M1 PAM	M4 ag	M5 antag
COc1ccc(C(=O)Nc2cc3c(cc2C#N)OCO3)cc1S(=O)(=O)NCc1ccco1	-5	-0.5	-23	1	-1	1	5	1	3
O=C(c1ccco1)N1CCN(S(=O)(=O)c2ccc(Cl)cc2)CC1	-7	-0.1	-1	0	-4	-5	0	1	16

The listing continues:
SMILES	M4 PAM	CRFR2-BP ag	M1 antag	CHRM4 antagonist	M5 ag	M5 PAM	M1 PAM	M4 ag	M5 antag
C=CCn1c(NCc2ccccc2OC)nc2ccccc21	0	-4.4	-14	-9	-12	-5	8	3	7
CCOC(=O)[C@@H]1[C@H]2COc3ccccc3[C@@H]2N2C(=O)N(c3ccc(F)cc3)C(=O)[C@]12C	6	-2.1	-15	-2	1	-1	13	0	9
CCOc1ccccc1NC(=O)C(OC(=O)c1ccc(N(C)C)cc1)c1ccccc1 (stereo unspecified)	1	-3.2	5	3	-2	-5	-2	0	3
Cn1c(N)c(C(=O)CSc2nnc(NC3CCCCC3)s2)c(=O)n(C)c1=O	-3	-1.7	-1	-1	-2	-1	-1	7	2
Cc1nn(-c2ccccc2)c(C)c1C(=O)NCCc1ccc(Cl)cc1	5	0.9	-10	-6	-5	5	9	0	4
Cc1ccc(N(CC(=O)NCc2ccc3c(c2)OCO3)C(=O)c2csnn2)cc1	-1	-2.1	-8	-6	-3	1	17	2	4
COc1cccc(CNC(=O)CCCn2nc(C)n3c(cc4sccc43)c2=O)c1	5	-2.4	-7	0	-1	6	8	2	-3
N#Cc1nc(COc2ccc(F)cc2)oc1N1CCC(Cc2ccccc2)CC1	14	4.0	-3	-12	4	0	4	1	4
C[C@@H]1CCCN1[C@@H]1CS(=O)(=O)N[C@H]1COCc1ccccc1	6	.	-8	-17	1	-7	4	2	7
Cc1ccccc1C(=O)N/N=C/c1ccc(Sc2ccccn2)o1	4	-0.5	-8	-1	2	24*	7	2	23
COc1cc([N+](=O)[O-])ccc1NC(=S)Nc1cccc(C(=O)O)c1	-8	-0.6	0	-4	0	-2	5	1	3
Cc1sc2ncnc(Sc3ccccc3C(=O)Nc3ccc(C#N)cc3)c2c1C	-1	-3.9	1	-2	-2	5	-5	0	-8
Cc1ccccc1-c1nc(CS(=O)(=O)CC(=O)NCCc2ccccc2)c(C)o1	-1	-2.3	0	-3	2	-1	-3	6	-1
CC(OC(=O)C1CCN(S(=O)(=O)c2ccc3c(c2)OCCO3)CC1)C(=O)NC1(C#N)CCCCC1 (stereo unspecified)	3	1.4	-9	-7	-3	-1	10	4	8
COc1ccc(S(=O)(=O)N2CCC(C(=O)N3CCc4ccccc4C3)CC2)cc1Cl	-7	1.5	-3	-4	5	4	0	6	-5
O=C(CN1C(=O)c2ccccc2C1=O)N(CCO)Cc1ccccc1	-1	1.4	-4	9	-1	0	2	1	9
CC(C)COc1ccc(-c2nnc(-c3ccco3)o2)cc1	-1	-0.9	17	-6	-1	6	-10	-3	10
CCC(C)[C@H](NC(=O)C1CCN(C(=O)[C@H](Cc2ccccc2)NS(=O)(=O)c2ccc(C)cc2)CC1)C(=O)O (stereo partly specified)	3	-1.9	-8	-4	0	0	6	0	0
Cc1nc([N+](=O)[O-])cn1CC(=O)c1ccc(Cl)cc1	1	4.9	0	-7	-2	2	3	1	6
CCOc1ccc(C(=S)N2CCCC2)cc1OC	8	0.0	-7	-3	0	0	5	1	1
CC(=O)Nc1ccc(S(=O)(=O)Nc2ccc(S(=O)(=O)Nc3nc(C)cc(C)n3)cc2)cc1	10	0.7	-9	-6	0	5	5	0	0
Cc1c(C(=O)NCCC2=CCCCC2)sc2ncnc(N3CCCCC3C)c12 (stereo unspecified)	-5	2.4	-11	5	-7	0	2	0	-17
COC(=O)c1scc(C)c1N/N=C(\C)c1cc(F)c(Cl)cc1F	12	1.1	-6	7	-1	2	5	-1	-7
CCOc1ccccc1NC(=O)c1ccc2c(c1)C(=O)N(C(C)(C)C)C2=O	-10	-4.7	-6	-6	2	9	-2	0	-10
CCOc1ccc2nc(N3CCCC(C(=O)NCC4CCCO4)C3)sc2c1 (stereo unspecified)	-9	5.6	-14	-15	2	-12	17	9	6
CCOc1cc(N2CCOCC2)c(OCC)cc1NC(=O)Cc1cccc2ccccc12	4	-1.1	-1	-6	-7	6	2	1	-6
CS(=O)(=O)N1CCN(C(=O)CCC2CCCC2)CC1	3	-1.1	16	9	3	3	-3	1	-3
COc1ccc(S(=O)(=O)N2CCC3(CC2)OCCN3S(=O)(=O)c2c(C)cc(C)cc2C)cc1	4	3.8	-13	-13	1	0	12	0	1
N#C/C(=C1/C(=O)Nc2ccc(Br)cc21)c1ccccn1	-11	-0.9	-7	0	-3	1	7	4	-10
O=C(NCC(=O)N(CC1CCCO1)C(C(=O)NC1CCCC1)c1ccc(F)cc1)c1ccco1 (stereo unspecified)	-1	-0.6	-11	-3	-1	-1	4	0	-3
O=[N+]([O-])c1ccc(F)cc1F	-1	-3.2	3	3	2	-2	4	0	5
O=C(c1cccc(S(=O)(=O)Nc2ccccc2Cl)c1)N1CCC1	1	0.2	-7	0	0	-5	4	2	11
O=C(NCCC(=O)N1CCN(Cc2c(F)cccc2Cl)CC1)c1ccc(Cl)cc1	9	-0.2	2	-2	0	-2	9	2	4
Cc1ccc(C(=O)N2CCN(Cc3ccc4c(c3)OCO4)CC2)cc1[N+](=O)[O-]	-5	1.0	-7	-8	-1	-5	1	3	-6
COc1ccc(NC(=O)C(c2ccc(OC)cc2)n2c(=O)c(-c3cc4ccccc4[nH]3)nc3ccccc32)cc1 (stereo unspecified)	3	.	.	0	1	5	.	2	-8
COc1ccc(S(=O)(=O)NC(=O)C2(C)CCN2C(=O)Cc2ccccc2)cc1OC (stereo unspecified)	0	.	-1	-9	1	-3	2	1	2
Cc1cc(-c2nc(C)c(C(=O)NNS(=O)(=O)c3cccc(C(F)(F)F)c3)s2)no1	-2	-0.5	6	8	6	4	-1	1	7
COc1ccc(OC)c2sc(NC(=O)C3COc4ccccc4O3)nc12 (stereo unspecified)	-2	-0.7	-6	-10	0	-5	3	6	-4
CCCCC1(C)NC(=O)c2c(C)sc(C(=O)OCC)c2N1 (stereo unspecified)	3	1.7	1	2	-11	-4	2	-1	3
CN(C)CC(C)(C)NS(=O)(=O)c1ccc(Cl)cc1	-1	-0.4	-31	0	-3	-8	10	1	12
Cc1n[nH]c(=S)n(/N=C/c2cccc([N+](=O)[O-])c2)c1=O	-14	0.4	1	-16	4	-9	1	0	11
Cc1cc(NC(=O)CCN2CCN(CCO)CC2)ccc1Br	-2	0.0	-16	-1	-5	-2	7	1	5
CCc1nn(CC(=O)NCCCN2CCOCC2)c(=O)c2cc3cc(F)ccc3n12	0	-1.2	-11	-6	-2	-8	4	2	10
CC(C)c1nc2sc3ccccc3c(=O)c2c(=O)n1Cc1ccccc1	-8	-1.0	-13	4	-1	1	19	1	15
O=C(NCC1CC1)c1onc(CSc2nc3ccccc3[nH]2)c1C(=O)NCC1CC1	-6	-0.4	8	-4	2	-5	-7	3	5
COc1ccc(CNC(=O)COC(=O)c2cncc(Br)c2)cc1	2	3.6	-5	-1	0	1	8	2	4
COc1ccc(CC(=O)O/N=C(\N)c2ccncc2)cc1OC	10	1.0	-18	-21	1	-4	13	2	-10
CN(C)CCCN(C(=O)COc1ccc(Cl)cc1)c1nc2cc3c(cc2s1)OCCO3	-2	1.0	-9	13	3	8	11	6	4
CCOc1ccc(CNC(=O)C(C)n2ccc3cc(S(=O)(=O)N4CCCC4)ccc32)cc1 (stereo unspecified)	13	-0.4	-5	0	-5	6	8	3	-7
